Compound activity deposited in PubChem by several laboratories.
ssDAF12 agonist: S. stercoralis DAF-12 activation, primary screen; activation, % at 6.8 µM; 370,000 tested, 1% active; HEK293 ssDAF-12/GRIP1 lit1-tk-luc reporter, luminescence; % of 3 µM dafachronic acid response;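 active means activation above the mean over all tested compounds plus 3 SD, cut at about 0.9% in these data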;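 further: 0% = DMSO-only wells and 100% = 3 µM delta7-dafachronic acid wells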
Rev-erbA mod: Rev-erb alpha (human) modulation; activity, % at 10 µM; Rev-erbα–FITC-DNA binding, fluorescence polarization, 90 min; 370,000 tested, 0.79% active; P20393;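 active means activity above about 14%, limit read from the data; passing the limit was not always enough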;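 further: 0% = DMSO wells with 35 nM protein and 100% = DMSO wells with 750 nM protein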
hgDAF-12 ag: hgDAF-12 agonism, primary luciferase screen | AID 687014 | HEK293 GAL4-hgDAF12 UAS-luciferase reporter, agonist luminescence; normalized to butyrate control | 370,000 tested, 1.8% active | activation, % at 6.8 µM;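 active means activation above a cutoff set at the mean of all screened compounds plus 3 SD, cut at about 10% in these data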;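 further: 0% = DMSO wells and 100% = sodium butyrate wells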
DAX1 inh-1: NR0B1 (DAX1) inhibition; P51843; HEK293 Gal4-DAX1 luciferase reporter, luminescence; inhibition, % at 6.75 µM; 340,000 tested, 0.99% active; AID 504766;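 active means inhibition above the mean over all tested compounds plus 3 SD, cut at about 4.2% in these data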;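 further: 0% = DAX1-transfected cells with DMSO and 100% = empty-vector control cells with DMSO; inhibition shows as a rise in luminescence from relieved DAX1 repression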
HGIII-sPLA2 inh: Blocks human group III sPLA2 activity | 370,000 tested, 0.56% active | inhibition, % at 12.2 µM | Q9NZ20 | AID 743126 | QFRET BODIPY PC-A2 liposome hydrolysis, fluorescence;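 active means inhibition above mean plus 3 SD of compounds lying within the high and low control bounds, cut at about 19% in these data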;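 further: 0% = median of test compound wells and 100% = no enzyme DMSO wells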
DAX1 inh-2: DAX1 (NR0B1) inhibition, primary screen. 370,000 tested, 1.1% active. AID 652010. inhibition, % at 6.8 µM. HEK293T StAR-luciferase reporter, SF-1/DAX-1 repression relief;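 active means inhibition above the mean over all tested compounds plus 3 SD, cut at about 3.6% in these data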;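 further: 0% = DAX-1 cells with DMSO and 100% = cells lacking DAX-1 with DMSO; higher inhibition means more luminescence from relief of DAX-1 repression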
FXN GAA850 act: frataxin GAA850 promoter activation. HEK293 lucGAA850 FXN promoter luciferase reporter, 24 h; percent of 10 µM SAHA response. activation, % at 6 µM. 360,000 tested, 0.56% active;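 active means activation above the average of all compounds screened plus 3 SD, cutoff fixed separately per campaign, cut at about 7.5% in these data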;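 further: 0% = DMSO wells and 100% = 10 µM SAHA wells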
PG9 binder: small molecules binding HIV-1 gp120 antibody PG9. inhibition, % at 6.7 µM. TR-FRET gp120-PG9 antibody binding. 360,000 tested, 0.43% active; in the data active means inhibition above about 8.5%
PLCb3 inh: blocks human PLC-beta3 enzyme activity; inhibition, % at 12.2 µM; AID 720704; 370,000 tested, 0.18% active; Q01970; Purified PLC-beta3, fluorogenic substrate, fluorescence; in the data active means inhibition above about 11%;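 further: 0% = median of compound wells on plate and 100% = full blocker control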
Target sequence (Q01970 whole entry, looked up): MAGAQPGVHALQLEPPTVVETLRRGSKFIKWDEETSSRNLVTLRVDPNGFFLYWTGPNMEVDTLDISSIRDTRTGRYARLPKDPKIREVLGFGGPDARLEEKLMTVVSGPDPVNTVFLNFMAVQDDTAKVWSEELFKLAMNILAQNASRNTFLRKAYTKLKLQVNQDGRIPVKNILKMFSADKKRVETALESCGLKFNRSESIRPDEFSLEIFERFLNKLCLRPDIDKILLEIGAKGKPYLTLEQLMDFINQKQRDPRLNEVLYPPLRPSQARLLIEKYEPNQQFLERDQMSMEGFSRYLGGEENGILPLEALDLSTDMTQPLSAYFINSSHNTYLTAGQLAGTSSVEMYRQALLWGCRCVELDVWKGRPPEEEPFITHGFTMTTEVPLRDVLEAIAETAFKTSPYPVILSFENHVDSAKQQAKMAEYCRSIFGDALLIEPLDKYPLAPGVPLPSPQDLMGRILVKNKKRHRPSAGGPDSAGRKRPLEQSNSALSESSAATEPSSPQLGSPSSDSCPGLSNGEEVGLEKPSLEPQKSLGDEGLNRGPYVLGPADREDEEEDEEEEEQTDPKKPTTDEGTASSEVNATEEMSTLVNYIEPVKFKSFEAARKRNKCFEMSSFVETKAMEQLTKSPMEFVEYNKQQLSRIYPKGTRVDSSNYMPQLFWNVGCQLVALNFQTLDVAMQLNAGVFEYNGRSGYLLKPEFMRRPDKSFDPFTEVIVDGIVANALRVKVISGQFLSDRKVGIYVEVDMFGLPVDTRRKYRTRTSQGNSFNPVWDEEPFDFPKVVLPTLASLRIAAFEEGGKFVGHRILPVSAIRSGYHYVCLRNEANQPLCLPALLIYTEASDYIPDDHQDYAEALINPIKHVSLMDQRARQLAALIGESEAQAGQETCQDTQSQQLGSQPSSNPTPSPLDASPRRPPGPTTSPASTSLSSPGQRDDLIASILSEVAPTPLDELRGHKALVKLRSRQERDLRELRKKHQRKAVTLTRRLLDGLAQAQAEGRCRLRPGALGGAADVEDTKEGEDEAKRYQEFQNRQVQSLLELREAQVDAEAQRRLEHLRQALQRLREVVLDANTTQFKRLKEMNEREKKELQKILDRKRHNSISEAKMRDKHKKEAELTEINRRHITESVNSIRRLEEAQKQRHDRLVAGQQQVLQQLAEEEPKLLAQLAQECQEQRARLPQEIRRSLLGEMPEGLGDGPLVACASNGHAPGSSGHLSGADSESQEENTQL
hcDAF-12 act: activates DAF-12 receptor from parasite H. contortus; HEK293 hcDAF-12 lit1-tk-luc reporter, luminescence; 0% DMSO, 100% Δ7-dafachronic acid; activation, % at 6.8 µM; 370,000 tested, 1.4% active; AID 652067;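 active means activation above the mean of all tested compounds plus 3 SD, cut at about 5.5% in these data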;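 further: 100% = response to 3 µM Δ7-dafachronic acid high control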
SMARCA2 activ: activators of SMARCA2 function; MG213 cells, MMTV-luciferase reporter, dexamethasone, overnight; activation, % at 9.1 µM; 370,000 tested, 1% active; AID 652017; in the data active means activation above about 7.8%;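 further: 0% = vehicle wells and 100% = reference activator wells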
Active calls of the source: *; nt = no result given.

SMILES | ssDAF12 agonist | Rev-erbA mod | hgDAF-12 ag | DAX1 inh-1 | HGIII-sPLA2 inh | DAX1 inh-2 | FXN GAA850 act | PG9 binder | PLCb3 inh | hcDAF-12 act | SMARCA2 activ
CCOC(=O)CC(NC(=O)CCS(=O)(=O)c1ccc2c(c1)n(C)c(=O)c(=O)n2C)c1ccc(C)cc1 (stereo not given) | -1.0 | -2 | 3.8 | 0.6 | 0 | 0.1 | -3.1 | -1.3 | -14 | -0.8 | -2
CCN(CC(=O)Nc1ccc2c(c1)OCCO2)C(=O)COc1cc(C)ccc1Cl | -0.9 | 2 | -1.0 | -0.5 | -12 | -1.3 | -0.1 | 0.7 | 5 | -0.9 | -1
N=c1c2c(-c3ccccc3)c(-c3ccccc3)oc2ncn1Cc1ccco1 | -1.4 | nt | -0.8 | -0.4 | -7 | -0.7 | 0.4 | -2.3 | -45 | -1.1 | 2
Cc1ccccc1OCc1nnc(SCCN2CCCC2)n1-c1ccccc1 | -1.1 | 1 | 2.6 | 2.6 | -4 | 1.9 | 5.5 | 0.4 | -3 | 0.8 | -3
COc1cc(CN2c3ccccc3C(=O)CS2(=O)=O)cc(OC)c1 | -1.1 | -3 | -0.6 | -0.2 | -68 | 0.3 | 1.2 | -0.5 | -7 | -0.4 | -2
Cc1cccc(C(=O)N/N=C2\CS(=O)(=O)N(C)c3ccsc32)c1 | -1.3 | -4 | 0.1 | 0.3 | -2 | -0.4 | 1.1 | -12 | -10 | 0.1 | -1
CCOC(=O)[C@]12CCCC=C1N(Cc1ccc(OC)cc1)C(=O)[C@@H]2CC(=O)N1CCCCC1 | -0.8 | -12 | -2.4 | nt | 8 | -1.5 | nt | nt | 0 | -0.8 | -4
CCOc1ccccc1OCCCC(=O)N1CCN(S(=O)(=O)c2cccc(F)c2)CC1 | -1.2 | -4 | -0.8 | 0.8 | -4 | -0.8 | 1.3 | -4.6 | 3 | -1.5 | 4
N#Cc1c(N2CCN(C(=O)c3ccccc3)CC2)nc(-c2ccccc2)c2c1CCCC2 | -1.8 | 12 | -1.9 | -0.9 | -8 | -0.5 | 1.5 | 1.7 | -226 | -1.4 | -1
CC(C)c1cccc(-c2ccc3c(c2)S(=O)(=O)c2cccc(C(=O)NC4CCCC4)c2C3=O)c1 | -1.4 | 8 | 2.7 | -0.2 | 4 | -0.3 | -1.2 | 0.8 | -6 | -1.4 | 0
NC(=O)c1cc(Cl)ccc1OCC(=O)Nc1ccc2c(c1)OCO2 | 0.4 | 3 | 16* | 1.2 | 3 | 12* | 4.7 | -0.5 | -7 | 2.5 | 5
CCN1CCN(CCCNC(=O)CS(=O)(=O)Cc2nc(-c3cccc(OC)c3)oc2C)CC1 | -0.3 | 2 | -2.3 | 0.5 | -1 | 0.1 | -0.7 | 0.6 | -12 | -0.4 | -4
COc1ccccc1C(=O)NCCSCc1ccccc1Cl | -1.1 | 0 | 0.1 | -1.4 | -6 | -0.1 | 4.2 | 1.6 | 0 | -0.2 | 4
CC(C)Cc1cc(C(=O)Nc2ccc(F)cc2F)no1 | -0.6 | 2 | 12* | 1.1 | -2 | 3.9* | 1.4 | 0.1 | 2 | 0.5 | 2
Cc1ccc(SCCNC(=O)/C=C/c2ccc([N+](=O)[O-])cc2)cc1 | -1.0 | -1 | 3.1 | 0.7 | -15 | 0.5 | 0.1 | 0.4 | -2 | 1.1 | -2
O=C(c1ccc(CS(=O)c2cccc(Cl)c2)o1)N1CCN(C2CCCCC2)CC1 (stereo not given) | -0.5 | -2 | -1.1 | 0.9 | -1 | 1.9 | 3.5 | -2.0 | -4 | 0.4 | 4
O=C(CSc1nc(O)c(Cc2ccccc2)c(=O)[nH]1)c1ccccc1 | -1.3 | 1 | 4.8 | 1.7 | -11 | 0.5 | 0.9 | -3.1 | -11 | 0.0 | 0
COc1ccc(OCCNC(=O)c2cc(C3CC3)nc3c2cnn3C(C)C)cc1 | -1.5 | 3 | 2.5 | -1.3 | -6 | -2.8 | -0.4 | 1.0 | -7 | 1.6 | -1
OC(c1ccc(-c2ccccc2)cc1)c1ncc(-c2ccccc2F)[nH]1 (stereo not given) | -0.2 | 0 | -0.8 | nt | -14 | 0.0 | 1.1 | 0.3 | -3 | -0.1 | -2
COc1cccc(N(C)C(=O)[C@@H](C)[C@@H](O)c2ccc3ccccc3c2)c1 | -1.1 | 4 | -0.1 | nt | -10 | -0.8 | nt | nt | 0 | -0.5 | -2

The final three compounds of the part before are carried over, then new ones follow.
SMILES | ssDAF12 agonist | Rev-erbA mod | hgDAF-12 ag | DAX1 inh-1 | HGIII-sPLA2 inh | DAX1 inh-2 | FXN GAA850 act | PG9 binder | PLCb3 inh | hcDAF-12 act | SMARCA2 activ
COc1ccc(OCCNC(=O)c2cc(C3CC3)nc3c2cnn3C(C)C)cc1 | -1.5 | 3 | 2.5 | -1.3 | -6 | -2.8 | -0.4 | 1.0 | -7 | 1.6 | -1
OC(c1ccc(-c2ccccc2)cc1)c1ncc(-c2ccccc2F)[nH]1 (stereo not given) | -0.2 | 0 | -0.8 | nt | -14 | 0.0 | 1.1 | 0.3 | -3 | -0.1 | -2
COc1cccc(N(C)C(=O)[C@@H](C)[C@@H](O)c2ccc3ccccc3c2)c1 | -1.1 | 4 | -0.1 | nt | -10 | -0.8 | nt | nt | 0 | -0.5 | -2
CC(C)=CCCC(C)=CCN1C(=O)CN(C)C1=O | -1.2 | -8 | 4.1 | 0.7 | 5 | 0.6 | 2.8 | 2.0 | 1 | -1.8 | -3
C[C@H](CO)N1C[C@H](C)[C@@H](CN(C)C(=O)Nc2ccccc2)Oc2ccc(NC(=O)NC3CCCCC3)cc2C1=O | -1.1 | 4 | -0.3 | 1.8 | -2 | 0.6 | -0.8 | 1.1 | 0 | -0.8 | 1
CC(C)[C@H](NS(=O)(=O)c1cccc(C(F)(F)F)c1)C(=O)OCC(=O)NC(=O)NCc1ccco1 | -1.4 | 4 | -0.2 | -1.1 | -28 | -1.0 | -0.4 | 1.4 | -10 | -2.3 | -4
Cc1cc(C)cc(N2CN=C3SCC(=O)N3C2)c1 | -0.8 | -9 | -2.6 | 0.6 | 6 | -0.1 | -4.8 | -1.2 | 2 | 0.4 | 0
O=C1C2C3C=CC(CC3)C2C(=O)N1c1nccs1 (stereo not given) | -1.2 | -16 | -0.4 | -1.7 | 2 | -0.6 | 5.1 | 0.1 | 4 | 0.9 | -4
c1ccc2c(c1)Oc1cccc3cccc-2c13 | -0.8 | -5 | 1.2 | 4.3* | 5 | -0.1 | -0.1 | -1.1 | -29 | -0.8 | 0
CC(C)(C)NC(=O)C(c1ccncc1)n1c(-c2ccc(C(F)(F)F)cc2)nc2ccccc21 (stereo not given) | 1.4* | 6 | 17* | nt | -8 | 11* | nt | -0.3 | -92 | 9.2* | 1
C=CCSc1nc2ccccc2n1S(=O)(=O)c1ccc(C)cc1 | -1.3 | 4 | -0.5 | 0.5 | -3 | 0.8 | -0.2 | 0.5 | 3 | 1.8 | 0
CC(C)n1nnnc1C1c2ccccc2C(=O)N1C1CC1 (stereo not given) | -0.6 | 2 | 2.1 | nt | 14 | -0.7 | nt | -0.8 | 3 | -1.1 | -4
COc1cccc(NC(=O)C2c3cc(OC)c(OC)cc3C(=O)N(C)C2c2cccnc2)c1 (stereo not given) | -1.2 | -3 | 7.3 | 0.4 | -4 | 0.4 | -3.1 | -1.3 | 2 | -2.6 | -2
Cc1sc2nc3n(c(=O)c2c1C)CCCCC3 | -1.2 | -1 | 2.8 | 0.1 | -4 | 0.6 | -0.1 | 0.9 | 5 | -1.4 | 3
O=C(CN1CCC2(CC1)OCCO2)c1ccc2cc[nH]c2c1 | -0.4 | 3 | 1.2 | 0.4 | -6 | -1.2 | 0.5 | 1.9 | -309 | -0.5 | -2
CCOC(=O)CCc1c(C)c2ccc(OCc3cc([N+](=O)[O-])ccc3OC)cc2oc1=O | -0.9 | 0 | -0.9 | 1.5 | -5 | -0.7 | 1.8 | 0.6 | 0 | 0.0 | 1
COC(=O)C(Cc1ccccc1)NC(=O)c1ccc(C)cc1 (stereo not given) | 1.3* | -2 | 7.1 | -0.5 | 7 | -0.4 | 6.9 | 0.1 | -2 | 0.5 | 2
CCN(C(=O)COC(=O)CNC(=O)c1cccc(C)c1)c1c(N)n(Cc2ccccc2)c(=O)[nH]c1=O | -1.0 | -7 | 2.6 | -0.6 | 6 | 1.2 | 0.2 | 0.1 | -4 | 0.2 | -1
Cc1cc(C)nc(SCC(=O)c2ccc(Cl)cc2)n1 | -1.4 | 7 | 0.3 | 1.5 | -46 | 0.2 | 2.3 | -1.0 | 1 | -1.3 | -1
CC(=O)Nc1ccc(CN(C)c2c(C)nc3ccc(C(=O)N(C)Cc4ccccc4)cn23)cc1 | -0.8 | 4 | -1.0 | nt | 6 | -0.2 | -2.3 | 0.2 | -3 | -1.5 | 0
CC(C)(C)NC(=O)c1nc2ccccc2s1 | -1.4 | -5 | 1.4 | 0.9 | 0 | -0.3 | 1.5 | 2.0 | 0 | -0.1 | -1
O=C(O)/C=C/c1cccc(NC(=O)c2ccc(Cl)cc2)c1 | -1.1 | 5 | 3.9 | -0.5 | 3 | -0.2 | 2.4 | -1.1 | 5 | -0.8 | 3
O=C(Oc1ccc(F)cc1)c1cccnc1 | -1.2 | 1 | 0.6 | -0.3 | -1 | -0.1 | 0.7 | -0.7 | -5 | -2.5 | -1
CCCCCCNC(=O)CCCCCNS(=O)(=O)c1ccc(Br)cc1 | -1.4 | 3 | 0.5 | 0.6 | -28 | 0.4 | 0.3 | 0.5 | 0 | -0.1 | 1
COc1cc(C(=O)O/N=C(\N)Cc2ccc([N+](=O)[O-])cc2)cc(OC)c1OC | -1.3 | 4 | -0.7 | nt | 3 | -1.0 | -1.9 | -0.4 | -6 | 0.9 | -1
CCOC(=O)c1ccccc1NC(=O)c1nc2nccc(C)n2n1 | -1.5 | 3 | 0.8 | -0.4 | -3 | -0.8 | -0.8 | 1.5 | 1 | -1.3 | -2
CCN(C(=O)CSc1nc2ccccc2n1CCc1ccccc1)C1CCS(=O)(=O)C1 (stereo not given) | -1.2 | 1 | -1.3 | 0.1 | -1 | -0.7 | -0.3 | -2.6 | 0 | -1.6 | 2
NC(=O)/C(=C/c1ccco1)NC(=O)c1ccc(Br)o1 | -0.9 | 2 | 0.7 | 0.0 | -2 | -0.8 | 1.3 | -3.3 | -14 | -0.8 | 4
CC(C)c1csc(CN2CCN(Cc3ccc(F)cc3)C(CCO)C2)n1 (stereo not given) | -1.1 | 0 | 0.1 | 1.1 | 0 | -0.4 | 2.1 | -0.5 | 0 | -0.2 | -6
CN1CCC(NC(=O)NC2CCCCC2)CC1 | -0.7 | -5 | 1.9 | -0.6 | 8 | -0.3 | 1.2 | -3.0 | -3 | 1.6 | -3
O=C(Cn1ccc2ccccc2c1=O)NCC(=O)N1CCCCC1 | -0.2 | 11 | -1.5 | -0.6 | 0 | 0.3 | 1.0 | -0.9 | -3 | -2.7 | 1
Cc1nc(-c2ccc(Cl)cc2)sc1C(=O)O | -0.5 | 1 | 9.3 | 1.9 | -2 | 2.0 | 3.2 | -1.2 | -3 | 1.8 | 6
Cc1ccc(Cn2cc(CN3CC(N4CCCCC4)CS3(=O)=O)nn2)cc1 (stereo not given) | -0.9 | 12 | 0.0 | nt | 2 | -0.8 | nt | 0.3 | 2 | -0.9 | -2
